Source: PubChem BioAssay (several laboratories)
Mtb RmlCD inh: blocks M. tuberculosis RmlC and RmlD coupled enzymes; inhibition, % at 3.6 µM; actives 0.03% (n = 160,000); P9WH09+P9WH11; RmlC+RmlD coupled enzyme assay, percent inhibition; primary screen in compound mixtures; in the data active = inhibition mostly above about 34%, no sharp cut-off; inconclusive = no clear call, values can overlap the other calls; inactive = mostly below about 22%; also: some results filed as inactive read as strong as hits
Target sequence (P9WH09 whole entry, looked up): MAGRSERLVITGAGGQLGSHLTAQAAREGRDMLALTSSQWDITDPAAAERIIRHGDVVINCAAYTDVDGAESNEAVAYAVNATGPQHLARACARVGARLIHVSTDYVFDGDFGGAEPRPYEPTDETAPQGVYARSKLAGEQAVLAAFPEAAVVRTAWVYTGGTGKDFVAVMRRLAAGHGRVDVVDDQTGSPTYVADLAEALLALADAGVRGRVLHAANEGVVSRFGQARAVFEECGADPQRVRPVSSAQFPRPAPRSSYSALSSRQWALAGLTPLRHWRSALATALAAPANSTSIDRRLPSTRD
Target sequence (P9WH11 whole entry, looked up): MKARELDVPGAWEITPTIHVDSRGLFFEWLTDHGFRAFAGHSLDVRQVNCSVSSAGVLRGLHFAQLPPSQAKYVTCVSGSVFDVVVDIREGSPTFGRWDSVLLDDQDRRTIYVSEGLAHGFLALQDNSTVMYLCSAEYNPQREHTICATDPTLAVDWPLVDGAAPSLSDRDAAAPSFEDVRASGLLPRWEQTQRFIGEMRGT
M. tuberculosis GlmU: inhibition of mycobacterial GlmU enzyme – biochemical, glucosamine-1-phosphate acetyltransferase (AID 1376) | M. tuberculosis GlmU acetyltransferase enzyme assay; higher % means a stronger effect | inhibition, %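 (tested at 30 µM in the primary screen)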, or IC50 in µM where a hit was titrated | actives 0.25% (n = 220,000); in the data active = inhibition above about 13%; inconclusive = no clear call, values can overlap the other calls;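 also: 0% = complete reaction with vehicle and 100% = reaction without substrate; strong numbers were not always called active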
* marks the source's active call; other numbers are inactive results; ? = inconclusive; · = no result given. This is a subset, so the mix of outcomes need not match the whole.

| Molecule | Mtb RmlCD inh | M. tuberculosis GlmU |
| --- | --- | --- |
| NS(=O)(=O)c1cccc(NC(=O)COc2ncnc3c2cnn3-c2ccccc2)c1 | · | 2.9% |
| Cc1ccc(NC(=O)CCN2C(=O)c3ccncc3C2=O)cc1 | 10 | 2.0% |
| O=C(NCc1ccc(F)cc1)c1nc(-c2cccs2)no1 | 0 | -5.3% |
| Nc1ccc(C(=O)OCc2ccncc2)cc1[N+](=O)[O-] | 4 | 2.4% |
| Cc1ccc(NC(=S)N2CCC(c3nc4ccccc4s3)CC2)cc1C | 18 | 1.3% |
| COC(=O)N/N=C/c1cc(C)n(-c2ccc(Br)cc2)c1C | -25 | 1.1% |
| O=S(=O)(NCc1ccco1)c1cccc(S(=O)(=O)N2CCOCC2)c1 | · | -2.0% |
| COc1ccc(S(=O)(=O)N(CC(=O)N2CCCC2)Cc2ccccc2)cc1 | 1 | -5.0% |
| O=C(N/N=C/c1ccccn1)c1cc(-c2ccc(Cl)cc2)nc2ccccc12 | · | 2.1% |
| CCC(Sc1nc2c(c(=O)n1CC)SC(C)C2)C(=O)OC (stereo not drawn) | 8 | -0.4% |
| CCOC(=O)C1=C(c2ccccc2)NC(N)=NC1c1ccc(OCc2ccc(Cl)cc2)c(OC)c1 (stereo not drawn) | -7 | -6.0% |
| COc1ccc(OC)c(/C=C/c2c([N+](=O)[O-])c(=O)n(C)c(=O)n2C)c1 | 0 | 1.5% |
| Cc1ccc(S(=O)(=O)N(c2ccccc2)C2CCS(=O)(=O)C2)cc1 (stereo not drawn) | · | 6.4% |
| CCOc1cc(/C=N/O)ccc1OCc1ccc(C)cc1 | -2 | -0.1% |
| O=C(O)C1C2CCC(O2)C1C(=O)Nc1ccc(Cl)cc1 (stereo not drawn) | -10 | 0.2% |
| CCOC(=O)CCCNS(=O)(=O)c1c(C)ccc2nsnc12 | 74 | -3.2% |
| CC(C)CN(CC(C)C)C(=O)c1cccc(S(=O)(=O)N2CCc3ccccc32)c1 | 11 | -3.9% |
| CC(=O)Nc1ccccc1OCC(=O)NCC(F)(F)F | 3 | -0.1% |
| Cc1nc(SCc2ccc(C(=O)O)cc2)nc2c1CCCC2 | 2 | -0.8% |
| Cc1sc(NC(=O)/C=C/c2ccco2)c(C(=O)O)c1C | 7 | 6.5% |
| Cc1ccccc1C(=O)NNC(=O)CSc1nnc(-c2ccncc2)n1-c1ccccc1 | · | -3.2% |
| O=C(CCc1ccccc1)NCCC1=CCCCC1 | -11 | -0.6% |
| O=C(NC(=S)N1CCN(Cc2ccccc2)CC1)c1ccco1 | 12 | -4.0% |
| CN(C)S(=O)(=O)c1ccc(Oc2ccc(S(=O)(=O)N(C)C)cc2)cc1 | · | 0.2% |
| CC(C)CCN1CCN(Cc2cccc(-n3cccn3)c2)CC1CCO (stereo not drawn) | -5 | 4.3% |
| Nc1scc2c(C(=O)N/N=C/c3ccc(Cl)cc3)nn(-c3ccccc3)c(=O)c12 | 0 | 5.6% |
| COc1ccc(N/C(=C/[N+](=O)[O-])SC)cc1 | 12 | · |
| CC(C)Cn1c2c(c(=O)[nH]c1=O)C(NS(=O)(=O)c1ccc(Cl)cc1)(C(F)(F)F)C(=O)N2 (stereo not drawn) | -8 | 2.8% |
| Cc1cccc(OCc2nnc(NC(=O)Cc3cccs3)s2)c1 | · | -2.2% |
| Cc1ccn2c(C(=O)c3ccc(Cl)cc3)cnc2c1 | · | 3.8% |
| N#Cc1c(-c2ccccc2)ccn(Cc2ccccc2Cl)c1=O | -5 | · |
| CCOc1ccc(C2CC(c3cccc(C)c3)n3ncnc3N2)cc1 (stereo not drawn) | 10 | 0.3% |
| COc1cccc(-n2nnc3c(=O)n(CC(=O)OCc4ccccc4)cnc32)c1 | · | -1.4% |
| CN(C)C(CNC(=O)Cc1cccc(C(F)(F)F)c1)c1ccco1 (stereo not drawn) | 1 | 3.0% |
| Cc1ccc(OCCn2c(Br)nc3c2c(=O)n(C)c(=O)n3C)cc1 | -8 | -5.1% |
| O=C(NCC1CCOCC1)c1ccc(OC2CCN(Cc3ccccn3)CC2)cc1 | -6 | 2.6% |
| CCCc1[nH]nc2c1C(CCC)C(C#N)=C(N)O2 (stereo not drawn) | 6 | -4.4% |
| O=C(N1CCOCC1)N1c2ccccc2Sc2ccccc21 | 25 | 1.8% |
| CCS(=O)(=O)N1CCN(c2ncnc3sc(C)c(C)c23)CC1 | 7 | -0.1% |
| COc1ccc(C)cc1NC(=O)COC(=O)c1ccc([N+](=O)[O-])o1 | · | 1.1% |
| CCOc1ccc(NC(=O)CCC(=O)O)cc1 | 4 | 0.9% |
| Cc1nc([N+](=O)[O-])c(SCC(N)=O)n1Cc1ccccc1 | · | 0.4% |
| CC(C)(C)C1CCc2c(sc3nc(SCC(N)=O)nc(N)c23)C1 (stereo not drawn) | · | 2.8% |
| O=C(NCCCN1CCCC1=O)c1ccc2c(=O)n(Cc3ccco3)c(=S)[nH]c2c1 | · | -2.5% |
| CCOc1ccc(-n2c(-c3ccco3)nc3c(cnn3-c3ccc(C)cc3)c2=O)cc1 | -1 | 9.3% |
| CC(C)CCNC(=O)Cn1c(=O)oc2cc(S(=O)(=O)N3CC(C)CC(C)C3)ccc21 (stereo not drawn) | -9 | 3.9% |
| COc1cccc(C(=O)N2CCN(Cc3ccc4c(c3)OCO4)CC2)c1OC | -30 | -2.1% |
| COC(=O)CCC(=O)COc1ccc(OC)cc1C#N | 3 | 1.0% |
| N=c1c2c(n(Cc3ccc(F)cc3)c3c1CCC3)CCCC2 | -17 | -0.5% |
| CN(C)CCCNC(=O)c1ccc2[nH]c3ccccc3c2c1 | -9 | -5.2% |
| O=C(c1ccccc1)C1Oc2ccccc2C2CC(c3cccs3)=NN12 (stereo not drawn) | 4 | -6.8% |
| COc1ccc(/C=C2\Oc3cc(OC(=O)N4CCOCC4)ccc3C2=O)c(OC)c1 | -21 | 5.3% |
| CCOc1ccc(N=Nc2cc(C(C)C)ccc2O)cc1 | -6 | 0.8% |
| O=C(Nc1ccccc1Cl)c1cc(S(=O)(=O)N2CCCCC2)ccc1N1CCOCC1 | · | 5.2% |
| COc1ccc2nc3cccc(OC)c3nc2c1 | -11 | 3.1% |
| CCCc1nc(SCC(=O)Nc2cc(Cl)ccc2OC)c2c(=O)n(C)c(=O)n(C)c2n1 | · | 4.4% |
| Cc1ccc(S(=O)(=O)Nc2c(C)n(C)n(-c3ccccc3)c2=O)cc1C(=O)NCc1ccccn1 | -5 | -0.1% |
| COc1ccc(N2C(=O)C(Cl)=C(N3CCCC3)C2=O)cc1 | 9 | -1.6% |
| COc1cc(S(=O)(=O)N(C)C2CCCCC2)c(C)cc1C | 12 | -5.6% |
| Cn1ncc(Br)c1C(=O)N1CCOCC1 | 2 | -1.1% |

The results go on.
| Molecule | Mtb RmlCD inh | M. tuberculosis GlmU |
| --- | --- | --- |
| O=C(CSc1nnc(NC2CCCCC2)s1)NCc1ccco1 | 4 | 0.8% |
| CCOC(=O)Cc1nc(-c2ccc(Cl)cc2)n[nH]1 | -14 | 0.7% |
| Cc1[nH]cnc1CSCc1ccc(F)cc1 | · | 4.3% |
| CCOC1OC(=O)C(Cl)=C1Nc1ccccc1C (stereo not drawn) | · | 1.0% |
| COCC(C)NC(=O)c1ccc(-n2nc(C(F)(F)F)cc2-c2cccs2)cc1 (stereo not drawn) | 10 | -4.2% |
| COc1ccccc1C(=O)Nc1ccccn1 | 25 | -5.7% |
| O=C(O)c1ccc(/C=N/Nc2nc(N3CCCCC3)nc(N3CCCCC3)n2)cc1 | -13 | 2.2% |
| CCC(C)N=Cc1c(O)n(-c2ccccc2)c(=O)[nH]c1=O (stereo not drawn) | 0 | 0.6% |
| Cc1onc(-c2ccccc2)c1C(=O)N/N=C/c1ccc([N+](=O)[O-])s1 | -25 | 1.5% |
| O=C(CNC(=O)c1cccs1)N/N=C/c1ccco1 | · | -5.6% |
| CC(C)(C)CN1C(=O)C(=O)NC[C@@H]1Cc1ccc(O)cc1 | · | -4.3% |
| CNCC(=O)c1ccccc1 | · | -1.5% |
| O=C(O)c1cc([N+](=O)[O-])c(NCc2cccnc2)c([N+](=O)[O-])c1 | -12 | -0.5% |
| Cc1c(N=CC=Nc2c(C)n(C)n(-c3ccccc3)c2=O)c(=O)n(-c2ccccc2)n1C | · | 0.6% |
| COc1ccc(NC(=O)c2nc[nH]c2C(=O)N[C@@H](C)c2ccccc2)cc1 | -10 | 5.4% |
| O=C(NCc1ccc(Cl)cc1)C1=Cc2cc(Cl)ccc2OC1 | 35 | -0.8% |
| O=c1c(/C=C(\O)c2ccccc2)nc2ccccc2n1-c1ccccc1 | -6 | -1.1% |
| O=C(COC(=O)c1ccc(O)cc1)NCCC1=CCCCC1 | -15 | -3.7% |
| CC12CCC3(CO)COC(c4ccccc4O1)C2C3 (stereo not drawn) | · | -2.8% |
| C=CCn1c(=O)c2ccccc2n2c(SC(C)C(=O)Nc3nc(-c4ccccc4)cs3)nnc12 (stereo not drawn) | 10 | 4.0% |
| FC(F)(F)c1nnc2sc(-c3ccccn3)nn12 | 4 | -0.2% |
| Cc1cccc(NCc2ccc(O)c3ncccc23)c1 | 10 | 8.4% |
| CCOc1ccccc1NC(=O)CSc1nc2c(c(=O)n1C)SC(C)C2 (stereo not drawn) | -6 | 3.6% |
| CCc1sc(C(=O)N2CCN(S(C)(=O)=O)CC2)cc1Br | 0 | 0.8% |
| Cc1cc(C(F)F)nn1CC(=O)Nc1cc([N+](=O)[O-])ccc1F | -10 | -5.4% |
| CCN(CC)S(=O)(=O)c1ccc(N2CCCCC2)c(C(=O)Nc2ccccc2N2CCOCC2)c1 | · | 1.1% |
| CN(C)C(CNC(=O)c1cccs1)c1cccnc1 (stereo not drawn) | 7 | 1.4% |
| O=C(Nc1ccc2c(c1)OCCO2)c1ccc2ccccc2n1 | 18 | 2.8% |
| CS(=O)(=O)N1CCCC(C(=O)Nc2ccc(Br)cc2F)C1 (stereo not drawn) | · | 3.6% |
| c1ccc(-c2cn3c(n2)SCC3)cc1 | · | 0.1% |
| COc1ccccc1Nc1nc(-c2sc(NC(=O)c3cccc(Cl)c3)nc2C)cs1 | 6 | 0.0% |
| Cc1cccc(C)c1NC(=O)N1CCC(n2cnc3ccccc32)CC1 | -9 | 3.8% |
| CCCS(=O)(=O)c1nnnn1-c1cccc(OC)c1 | · | -3.4% |
| Cc1cccc(N2C(=O)CC(=O)NC2=O)c1 | · | ? |
| O=C(C1=NNC2C(=O)N(c3ccccc3)C(=O)C12)c1nc(Cl)ccc1Cl (stereo not drawn) | -10 | 1.1% |
| O=C(c1ccc([N+](=O)[O-])cc1)N(C1=NCCCCS1)c1ccccc1 | -12 | -3.3% |
| COc1ccc(Oc2nc3ccccc3n3cccc23)cc1 | 4 | -1.2% |
| Cc1cc(C)cc(NC(=S)NC2CC3CCCC(C2)N3C2CC2)c1 (stereo not drawn) | -9 | -2.8% |
| COC(=O)[C@H]1[C@@H](C)N(Cc2ccccc2)C(=O)N[C@H]1c1cccc(C(F)(F)F)c1 | · | 0.9% |
| CCc1nnc(NC(=O)C2CCC2)s1 | -5 | 2.4% |
| O=C(Nc1cccc(Br)c1)c1ccc(OC2CSC2)cc1 | -3 | -6.9% |
| Cc1nc(Sc2cccn2C)c(C(F)(F)F)c(=O)[nH]1 | · | 5.0% |
| O=C(CSc1nnc(-c2ccccc2)n1-c1ccc(Cl)cc1)N/N=C/c1ccco1 | -5 | -1.0% |
| C/C(=N\NC(=O)CNC(=O)C(c1ccccc1)c1ccccc1)c1ccc(C)cc1 | 7 | 3.0% |
| CCOC(=O)C1CCN(C(=O)Nc2ccc3oc(C)nc3c2)CC1 | 2 | 2.0% |

Filtered by structure, the entries above with a COOH group
| Molecule | Mtb RmlCD inh | M. tuberculosis GlmU |
| --- | --- | --- |
| O=C(O)C1C2CCC(O2)C1C(=O)Nc1ccc(Cl)cc1 (stereo not drawn) | -10 | 0.2% |
| Cc1nc(SCc2ccc(C(=O)O)cc2)nc2c1CCCC2 | 2 | -0.8% |
| Cc1sc(NC(=O)/C=C/c2ccco2)c(C(=O)O)c1C | 7 | 6.5% |
| CCOc1ccc(NC(=O)CCC(=O)O)cc1 | 4 | 0.9% |
| O=C(O)c1ccc(/C=N/Nc2nc(N3CCCCC3)nc(N3CCCCC3)n2)cc1 | -13 | 2.2% |
| O=C(O)c1cc([N+](=O)[O-])c(NCc2cccnc2)c([N+](=O)[O-])c1 | -12 | -0.5% |

Next records
| Molecule | Mtb RmlCD inh | M. tuberculosis GlmU |
| --- | --- | --- |
| Cc1ccc(-c2nnc(N3CCC(C)CC3)c3ccccc23)cc1C | -10 | -4.0% |
| Cc1cc(=O)n2[nH]c(C)c(-c3ccc(Cl)cc3)c2n1 | -8 | 2.3% |
| Cc1ccc(S(=O)(=O)NN2C(=O)/C(=C/c3cccs3)SC2=S)cc1 | -16 | 4.5% |
| CCCn1nnnc1-c1cc(Cl)cc(Cl)c1 | 4 | -3.2% |
| O=C1Nc2ccccc2C(=O)C1(Cl)Cc1ccccc1 (stereo not drawn) | 5 | 63µM* |
| CC1(C)Cc2c(sc3nc(-c4ccccc4)n(N)c(=O)c23)CO1 | · | 0.6% |
| COC(=O)CSc1nnc(-c2ccc(S(=O)(=O)N3CCCC3)cc2)n1C | 2 | 6.0% |
| FC(F)(F)c1ccccc1NC(=S)N1CCc2ccccc2C1 | -1 | -1.8% |
| Cc1ccc(C2NC(=O)NC3=C2CCc2ccccc23)cc1 (stereo not drawn) | -4 | -2.9% |
| CC(=O)Nc1nc(SCCCc2ccccc2)n[nH]1 | 1 | -3.6% |
| Cc1occc1-c1nnc(SCC(=O)Nc2ccc3c(c2)OCO3)n1CC1CCCO1 (stereo not drawn) | 14 | 5.5% |
| COc1ccccc1C(=O)COC(=O)CNS(=O)(=O)c1ccc(C)cc1 | -1 | -1.4% |
| Cc1cccc(CCN(CC(=O)NC(C)(C)C)C(=O)c2csnn2)c1 | 12 | 0.0% |
| CSc1ccc(CNC2CN3CCC2CC3)cc1 (stereo not drawn) | · | -4.0% |
| CCOc1ccc(Cc2nc(-c3nonc3N)no2)cc1OCC | 6 | · |
